# From PubChem
# phage Ecoli inh = E. coli growth loss with phage present; 360,000 tested, 0.26% active; inhibition, % at 11.9 µM; growth absorbance; in the data active = inhibition above about 11%
# * = called active by the depositor. An excerpt; the hit share may differ from the screen's.
# A first look:
molecule | phage Ecoli inh
CCCS(=O)(=O)NC(=O)C1(C)CCCN(C(=O)c2cccc3ccccc23)C1 (stereo unspecified) | 1.9
COc1ccc(-c2cnc3c(NC(C)=O)cc(-c4ccccc4OC)cn23)cc1OC | -0.3
COCCN1Cc2cc(C(=O)OC)c3c(c2C1=O)c1cc(OC)ccc1n3C(=O)c1ccccc1 | 1.5

# The whole of this part, repeating the preview:
molecule | phage Ecoli inh
CCCS(=O)(=O)NC(=O)C1(C)CCCN(C(=O)c2cccc3ccccc23)C1 (stereo unspecified) | 1.9
COc1ccc(-c2cnc3c(NC(C)=O)cc(-c4ccccc4OC)cn23)cc1OC | -0.3
COCCN1Cc2cc(C(=O)OC)c3c(c2C1=O)c1cc(OC)ccc1n3C(=O)c1ccccc1 | 1.5
O=C(NCc1cccnc1)c1cc(C2CCCCN2S(=O)(=O)c2ccc(F)cc2F)on1 (stereo unspecified) | 6.2
CC(C)Cc1ccc(-c2cc3nc(NCCc4ccc(S(N)(=O)=O)cc4)ccn3n2)cc1 | 2.6
O=S1(=O)CC(N2CCCC2)CN1Cc1cn(Cc2cccc(C(F)(F)F)c2)nn1 (stereo unspecified) | 3.0
CCc1ccc([C@H]2[C@@H]3C(=O)C[C@@H]4C(=O)N(Cc5ccccc5)C(=O)[C@@H]4[C@@H]3CN2S(=O)(=O)c2ccc(C)cc2)cc1 | 3.0
COc1ccccc1-c1cc(NC(C)=O)c2ncc(-c3cccc(C(C)=O)c3)n2c1 | 2.8
Cc1cccc(C)c1-n1nnnc1C1(C)CCC(=O)N1Cc1ccco1 (stereo unspecified) | 2.7
COc1ccc([C@H]2CC(=O)C[C@@H](CCn3ccnn3)O2)cc1 | -0.9
COc1ccc(-c2cc(NC(C)=O)c3ncc(-c4ccccc4)n3c2)cc1OC | -0.2
Cc1noc(C)c1-c1ccc(C(=O)NCc2ccco2)c2occc12 | 2.5
CCCCCN(C(=O)CCc1cn(CCCCC)c2ccccc12)c1ccc(Oc2cccnc2)cc1 | 2.6
CCOC(=O)C1(C)CCN1C(=O)c1cncc(Br)c1 (stereo unspecified) | 2.2
COc1ccccc1-c1cc2nc(NCCc3ccncc3)ccn2n1 | 2.2
COC(=O)[C@]12C[C@H](CC(=O)N3CCCCC3)C(=O)N(CCC3=CCCCC3)C1=C[C@H](C(C)(C)C)O[C@@H]2C | 2.2
O=C(NCc1ccccc1)[C@@H]1CCCN1C(=O)[C@H]1CCCN1C(=O)c1cccs1 | 2.7
CN1CCCC1(C)C(=O)NCc1ccc(F)cc1Cl (stereo unspecified) | 1.2
CCC(C(=O)NC1CCCC1)n1c(C2CCCC2)nc2ccccc21 (stereo unspecified) | 0.8
CNc1ccc(-c2cccc(C(C)=O)c2)cn1 | 1.6

# Six of the entries above in order of the phage Ecoli inh value, ascending.
Structure | phage Ecoli inh
COc1ccc([C@H]2CC(=O)C[C@@H](CCn3ccnn3)O2)cc1 | -0.9
COc1ccc(-c2cnc3c(NC(C)=O)cc(-c4ccccc4OC)cn23)cc1OC | -0.3
COCCN1Cc2cc(C(=O)OC)c3c(c2C1=O)c1cc(OC)ccc1n3C(=O)c1ccccc1 | 1.5
CNc1ccc(-c2cccc(C(C)=O)c2)cn1 | 1.6
CCCS(=O)(=O)NC(=O)C1(C)CCCN(C(=O)c2cccc3ccccc23)C1 (stereo unspecified) | 1.9
Cc1cccc(C)c1-n1nnnc1C1(C)CCC(=O)N1Cc1ccco1 (stereo unspecified) | 2.7

# More compounds follow:
molecule | phage Ecoli inh
O=C(O)C1=CCC(c2ccc(Cl)c(Cl)c2)N(S(=O)(=O)c2ccc(F)cc2)C1c1cccc(F)c1 (stereo unspecified) | 1.4
Cc1ccc(Cn2cc(CN3CC(N4CCN(CCO)CC4)CS3(=O)=O)nn2)cc1 (stereo unspecified) | 3.6
O=C(C[C@H]1C=C[C@@H](NC(=O)Cc2cccnc2)[C@@H](CO)O1)NCc1ccc2c(c1)OCO2 | 2.3
COCc1cn(-c2nc3ccccc3s2)nn1 | 2.3
COC(=O)[C@@]1(Cc2ccc(F)cc2)[C@H]2c3cc(C(=O)N(C)C)n(Cc4ccc(S(C)(=O)=O)cc4)c3C[C@H]2CN1C(=O)c1ccccc1 | 2.5
COC(=O)[C@]12CCCCC=C1N(Cc1ccc(Cl)cc1Cl)C(=O)[C@H](CC(=O)N1CCOCC1)C2 | -1.2
O=C(NCc1ccc(F)cc1)c1cc(C2CCCN(C(=O)C3CCCCC3)C2)on1 (stereo unspecified) | -0.8
Cc1c(C(=O)NCc2ccc(F)cc2)sc(=O)n1Cc1ccc(C(=O)c2ccccc2)cc1 | 2.4
CCOC(=O)C1(C)CCN1C(=O)c1cccc(Cl)c1 (stereo unspecified) | 0.8
CCc1nc2ccc(C(=O)N(C)Cc3ccccc3)cn2c1N(C)CCCc1ccccc1 | -0.9
CC1(C(=O)NS(=O)(=O)c2cccs2)CCN1C(=O)Cc1ccc(-c2ccccc2)cc1 (stereo unspecified) | 2.2
COc1ccc(Cc2c(-c3ccccc3)nc3c(C)cc(Br)cn23)c(C)c1 | -0.9
COC(=O)c1ccc2nc(-c3cccc(Br)c3)c(Cc3ccccc3C(F)(F)F)n2c1 | 0.7
CC1(C(=O)NCc2ccccc2)CN(S(C)(=O)=O)CC(=O)N1CCc1ccc(O)cc1 (stereo unspecified) | 0.9
C[C@H](c1ccccc1)N1C[C@@H](COCc2ccccc2)Oc2cc(N3CC[C@H](O)C3)ccc2S1(=O)=O | 3.0
Cc1ccccc1-c1ccc2c(c1)[C@@H]1C[C@H](N(C)S(=O)(=O)c3ccc(Cl)cc3)[C@H]([C@H](C)O)CN1CC2 | 0.5
C=CCN1C[C@H](COC(=O)c2ccc(C)c(C)c2)Oc2cccc(F)c2S1(=O)=O | 0.4
C[N+](C)(C)CCN1CCc2ccccc21 | 2.4
O=S1(=O)CC(N2CCN(Cc3ccccc3F)CC2)CN1Cc1cn(Cc2cccc(Cl)c2)nn1 (stereo unspecified) | 1.7
CC1(Cc2cccc(F)c2)C(=O)Nc2ccc(S(=O)(=O)NC3CCCCC3)cc21 (stereo unspecified) | 2.2
COC(=O)[C@]12CCCCC=C1N(Cc1ccc(Cl)cc1Cl)C(=O)[C@H](CC(=O)NCc1ccc(C)o1)C2 | -2.1
Cc1ccc(NC(=O)CN(C2=NC3CS(=O)(=O)CC3S2)c2ccccc2)cc1 (stereo unspecified) | 4.7
O=C(Nc1cccc(F)c1)Nc1nnc([C@@H]2O[C@H](CO)[C@@H](O)[C@H]2O)s1 | 2.2
COc1ccc(N2CCN(C(=O)/C=C/[C@H]3O[C@@H](n4ccc(=O)[nH]c4=O)[C@H](O)[C@@H]3O)CC2)cc1 | 4.0
CC(C)=CCC[C@H](C)C[C@@H]1Cc2[nH][nH]c(=O)c2[C@H](c2ccc(Cl)cc2)O1 | 4.5
COc1cccc(-c2nc3nc(C)cc(C)n3c2NC2CCCCC2)c1 | 3.5
CCCC(=O)N1CCC1(C)C(=O)Nc1cc(C)ccc1C (stereo unspecified) | 1.6
COc1ccc(NC(=O)c2cc(C3CCCCN3S(=O)(=O)c3ccc(C#N)cc3)on2)c(C)c1 (stereo unspecified) | -0.4
CCCCn1nnnc1C(c1ccccc1)N1CCN(Cc2c(F)cccc2Cl)CC1 (stereo unspecified) | 3.0
COc1ccc(CCN2C(=O)COc3ccccc3C2C(=O)Nc2ccc3c(c2)OCCO3)cc1OC (stereo unspecified) | 2.7
OC(c1ccc(Cl)c(F)c1)c1ncc(-c2ccc(Oc3ccccc3)cc2)[nH]1 (stereo unspecified) | 1.8
CC1=CC(=O)C2=C(C)CCC3C(C)C(=O)OC3C12 (stereo unspecified) | 1.1
COc1ccc(C(C#N)=Cc2cc(OC)c(OC)c(OC)c2)cc1 | 1.8
CC(C)[C@H](NC(=O)[C@@H]1Cc2c([nH]c3ccccc23)C2c3ccccc3C(=O)N21)C(=O)N1CCC[C@H]1C(=O)O (stereo partly specified) | 0.7
NS(=O)(=O)c1ccc(CCNc2nn3c(-c4ccc(F)c(Cl)c4)cnc3s2)cc1 | 0.2
Cc1ccccc1CNC(=O)c1ccc2nc([C@@H]3O[C@H](CO)[C@H](O)[C@H](O)[C@H]3O)[nH]c2c1 | 0.6
C=C[C@]1(C)C=C2C(=O)C[C@H]3C(C)(C)CCC[C@]3(C(=O)O)[C@@]2(O)CC1 | 1.5
COC(=O)N1Cc2ccnnc2CC1c1ccccc1Br (stereo unspecified) | 3.0
O=C(/C=C(\Nc1ccccc1)c1ccccc1)c1ccccc1 | 2.0
CC(=O)NC(c1ccccc1)c1nc(-c2ccc(C)c(C)c2)cs1 (stereo unspecified) | 0.5

# Three compounds already listed, sorted by SMILES length, lowest first.
molecule | phage Ecoli inh
CCCC(=O)N1CCC1(C)C(=O)Nc1cc(C)ccc1C (stereo unspecified) | 1.6
O=C(NCc1ccccc1)[C@@H]1CCCN1C(=O)[C@H]1CCCN1C(=O)c1cccs1 | 2.7
O=C(Nc1cccc(F)c1)Nc1nnc([C@@H]2O[C@H](CO)[C@@H](O)[C@H]2O)s1 | 2.2

# (cont.)
molecule | phage Ecoli inh
COc1ccc(C(=O)C[C@@H]2OC[C@H](Cc3ccccc3)N2S(=O)(=O)c2ccc(C)cc2)cc1OC | 0.3
O=C(NCC(O)c1nc2ccccc2[nH]1)c1ccc(Br)cc1 (stereo unspecified) | 0.7
CC(=O)Nc1cc(-c2cccc(C(=O)N(C)C)c2)cn2c(-c3cccc(C(=O)N(C)C)c3)cnc12 | 3.0
CC(N)c1csc(Nc2ccc(C(=O)NCCCO)cn2)n1 (stereo unspecified) | 0.5
C[C@@H]1CCCCO[C@@H](CN(C)C(=O)Nc2ccc(F)cc2)[C@@H](C)CN([C@H](C)CO)C(=O)c2cc(NC(=O)Nc3ccc4c(c3)OCO4)ccc2O1 | 2.2
CC(C)N(C)c1ncnc2c1ncn2[C@H]1CN(Cc2ccc(Cl)cc2)C[C@@H](CO)O1 | 0.3
CCNC(=O)C1(C)CCCN1C(=O)c1cc(OC)c(OC)c(OC)c1 (stereo unspecified) | 3.3
COc1ccc(CN2C[C@@H](CO)O[C@@H](n3cnc4c(N5CCN(CCO)CC5)ncnc43)C2)cc1 | 4.1
O=C(NCc1cccnc1)c1cc(C2CCCN(C(=O)c3cccs3)C2)on1 (stereo unspecified) | 0.8
COc1cc(CNc2ncnc3c2ncn3[C@H]2CN(Cc3cccc(C(F)(F)F)c3)C[C@@H](CO)O2)cc(OC)c1OC | 0.7
CCOC(=O)C1=C[C@@H](CC)N(S(=O)(=O)c2ccc([N+](=O)[O-])cc2)[C@H]1c1ccccc1 | 1.9
CC(O)(c1cccnc1)c1nc(-c2cccc(F)c2)cs1 (stereo unspecified) | 0.3
CC(C)(C)S(=O)N1Cc2cc(C(=O)N3CCc4ccccc4C3)nc(-c3cccc(-c4cccnc4)c3)c2[C@@H]1CCO (stereo partly specified) | 0.2
CC1=N/C(=C\c2ccc([N+](=O)[O-])cc2)C(=O)N1c1ccc(C)c(Cl)c1 | 1.5
COC(=O)[C@]12C[C@H](CC(=O)N3CCSCC3)C(=O)N(CCC3=CCCCC3)C1=C[C@H](COCc1ccccc1)O[C@@H]2C | 2.9
COc1ccc(-c2ccc(C(=O)N3CCN(C)CC3)c3occc23)c(C)c1 | 2.6
COc1cc(OC)cc(C(=O)NCCSCc2ccco2)c1 | 1.8
CC(C)C[C@@H](CN1CCCC1CN1C(=S)NC[C@@H]1Cc1ccccc1)N1C[C@H](Cc2ccccc2)N(CC2CCCCC2)C1=S (stereo partly specified) | 4.6
Cc1cc2nc(-c3nnnn3-c3c(C)cccc3C)c(=O)[nH]c2cc1C | -0.2
Cc1cccc(C)c1NC(=O)C(CCc1ccccc1)N1CCN(CCN(C)C)CC1 (stereo unspecified) | 3.0
O=C(Nc1cccc(C(F)(F)F)c1)C1Cc2c(-c3ccccc3Oc3ccccc3)ccnc2O1 (stereo unspecified) | 3.0
CC(C)[C@@H](NC(=O)OC(C)(C)C)c1cc(C(=O)c2c(-c3ccccc3)[nH]c3ccccc23)c(N)s1 | 1.1
CCCCn1nnnc1C(c1cc2ccccc2o1)N1CCN(C(=O)OC(C)(C)C)CC1 (stereo unspecified) | 1.8
Cc1cc2nc(-c3ccccc3)c(Cc3cccc(F)c3)n2c(C)c1Br | 4.6
COc1ccc(-c2cc(C(=O)NCc3ccc(C(F)(F)F)cc3)[nH]n2)c(C)c1 | 2.2
CC(=O)N1CCCC(c2cc(C(=O)Nc3ccccc3)no2)C1 (stereo unspecified) | 1.4
CC1(C(=O)NS(=O)(=O)c2ccc(C#N)cc2)CCN1C(=O)C1CCCCC1 (stereo unspecified) | 5.8
C[C@H]([C@@H](O)[C@@H](O)[C@@H](C)C(C)(C)C)[C@H]1CC[C@H]2C3CC[C@H]4C[C@H](OS(=O)(=O)O)[C@@H](OS(=O)(=O)O)C[C@]4(C)[C@H]3CC[C@]12C (stereo partly specified) | 3.7
C[C@H]1CN([C@@H](C)CO)C(=O)CCCn2cc(nn2)CO[C@@H]1CN(C)C(=O)Oc1ccccc1 | 2.2
O=C(Nc1ccc(N2CCOCC2)cc1)c1csc([C@@H]2O[C@H](CO)[C@H](O)[C@H](O)[C@H]2O)n1 | 2.2
Oc1cccc(-c2sc3ccccc3c2-c2ccc(OCCN3CCCCC3)cc2)c1 | 1.1
Cc1cn([C@H]2C[C@H](O)[C@@H](/C=C/C(=O)NCc3ccco3)O2)c(=O)[nH]c1=O | 9.7
COc1ccc(NC(=O)C(c2ccncc2)n2c(=O)c(-c3ccco3)nc3ccccc32)cc1 (stereo unspecified) | -0.1
CCCCN(CCCC)Cc1cc(=O)oc2ccccc12 | 2.9
OC[C@@H]1CN(CCN2CCOCC2)C[C@H](n2cnc3c(N4CCOCC4)ncnc32)O1 | 1.9
COc1ccc(-c2[nH][nH]c(=O)c2NC(=O)c2ccccn2)cc1 | 2.5
CN(C)c1ccc(-c2ccnc3c2CC(C)(C(=O)NCc2ccccc2)O3)cc1 (stereo unspecified) | 2.1
CCOC(=O)C1=CCCN(S(=O)(=O)c2ccc(C)cc2)C1 | 0.9
O=C(COC(=O)c1ccc(O)cc1)Nc1cc(S(=O)(=O)N2CCOCC2)ccc1N1CCOCC1 | 1.6
Cc1ccc2nc(-c3ccccn3)cc(C(=O)NC3CCN(C)CC3)c2c1 | -0.6
Cc1cccnc1C1=NOC(Cc2ccccc2)C(=O)N1Cc1ccc(F)cc1 (stereo unspecified) | 4.2
CCCCNC(=O)C[C@@H]1C[C@@]2(C(=O)OCC)CCC=C2N(Cc2cccc3ccccc23)C1=O | 0.1
